FEN1 inhibitor: blocks human flap endonuclease 1; Recombinant FEN1 flap cleavage, fluorescence, 15 min; AID 588795; P39748; 390,000 compounds, 0.35% hits; Potency, µM (top dose mostly 114 µM), for the others: at the top dose activity change, negative = inhibition, usual class: inhibitors; note: nearly all actives have a fitted effect of over 65% in size
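FEN1 at 10 nM preincubated with compounds 15 min at room temperature, then flap DNA substrate added at 50 nM final. Signal read at 0 and 15 min; concentration-response fitted with four-parameter Hill equation.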
DT40 TDP1 CPT: growth inhibition of DT40 Tdp1-/-;hTDP1 cells with camptothecin (screen for TDP1 inhibitors); 420,000 compounds, 12% hits; chicken DT40 Tdp1-/-;hTDP1 cells + 20 nM CPT, ATP luminescence, 48 h; Potency, µM (doses to about 46.2 µM), for inactives: at the top dose activity change, negative = growth inhibition, actives largely listed as inhibitors; note: nearly all actives have a fitted effect of over 55% in size
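Cell growth measured by CellTiter-Glo luminescence after a minimum 48 h, 37 C compound exposure with 20 nM CPT in Tdp1-knockout DT40 cells stably expressing hTDP1, seeded 400/well; qHTS titration format.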
KAT2A inh: inhibitors of human GCN5L2 histone acetyltransferase | GCN5L2 HAT assay, ThioGlo1 CoA-SH fluorescence | Potency, µM (highest dose often 58.9 µM), inactives show at the top dose activity change, negative = inhibition, hits mostly inhibitors | 390,000 compounds, 0.21% hits
Target sequence (Q92830 whole entry, looked up): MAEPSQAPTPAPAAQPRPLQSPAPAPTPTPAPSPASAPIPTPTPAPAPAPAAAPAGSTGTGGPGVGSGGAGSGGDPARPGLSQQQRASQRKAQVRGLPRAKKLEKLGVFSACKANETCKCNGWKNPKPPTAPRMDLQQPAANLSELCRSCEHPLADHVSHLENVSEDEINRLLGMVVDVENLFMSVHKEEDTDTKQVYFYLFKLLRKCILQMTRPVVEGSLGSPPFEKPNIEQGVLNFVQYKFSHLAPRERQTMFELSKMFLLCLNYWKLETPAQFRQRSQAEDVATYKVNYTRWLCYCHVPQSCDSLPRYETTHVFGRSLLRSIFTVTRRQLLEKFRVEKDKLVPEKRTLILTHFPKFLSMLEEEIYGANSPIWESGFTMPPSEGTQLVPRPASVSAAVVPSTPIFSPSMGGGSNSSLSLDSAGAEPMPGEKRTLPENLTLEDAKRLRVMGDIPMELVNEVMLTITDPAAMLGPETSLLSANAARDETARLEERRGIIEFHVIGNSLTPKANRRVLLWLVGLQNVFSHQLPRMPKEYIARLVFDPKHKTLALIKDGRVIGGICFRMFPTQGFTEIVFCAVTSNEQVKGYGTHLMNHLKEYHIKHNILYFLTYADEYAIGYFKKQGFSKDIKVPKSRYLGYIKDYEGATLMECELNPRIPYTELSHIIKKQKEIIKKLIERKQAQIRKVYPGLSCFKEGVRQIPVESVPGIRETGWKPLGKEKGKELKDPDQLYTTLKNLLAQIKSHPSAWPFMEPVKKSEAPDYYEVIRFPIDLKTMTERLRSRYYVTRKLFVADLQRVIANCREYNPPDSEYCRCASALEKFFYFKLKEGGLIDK
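GCN5L2 (20nM final) in 50mM HEPES, 0.1mM EDTA pH 7.5, 0.01% Tween-20 was preincubated 15 min at room temperature with compound, then given ThioGlo1 (50uM), H3(1-25) peptide (75uM) and acetyl-CoA (70uM); CoA-thiol fluorescence (Ex340/Em540) was read at 0 and 20 min.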
An asterisk follows results filed as active; ? = inconclusive; / = not tested or not shown; & = joins results of further samples. Calls come from the whole dose curve; as a rule, active = well fitted curve in the direction sought with a large enough effect; inconclusive = small, poorly fitted or top-dose-only effect, or another doubt; inactive = no such curve, though single readings can be large; an effect the other way counts as inactive or inconclusive. % is set by controls: 0 for no effect and ±100 for the full control effect; potency is the fitted concentration of half-maximal effect.

SMILES	FEN1 inhibitor	DT40 TDP1 CPT	KAT2A inh
CC1CN(S(=O)(=O)c2cccc(C(=O)NCc3ccccn3)c2)CC(C)O1 (stereo unspecified)	-11%	-6%	-7%
COc1cc(CCC(C)NCc2ccccc2)ccc1O (stereo unspecified)	-2%	0%	0%
O=c1[nH]nc(SC2CCCCC2)c(=O)[nH]1	6%	-23%	/
COc1cccc(/C=N/NC(=O)c2cccc3ccccc23)c1	15%	?	15%
O=C(NN=C1CCCC1)c1cc(Br)ccc1O	-3%	-1%	3%
N#Cc1ccc(OCC(O)CN2CCN(C(c3ccccc3)c3ccccc3)CC2)cc1 (stereo unspecified)	-26%	?	-14%
COc1ccc([C@@H]2CC=C(C(=O)O)[C@H](c3ccccc3)N2S(=O)(=O)c2ccc(C)cc2)cc1OC	1%	-18%	0%
CC(C)Oc1nc(-c2ccc(Cl)cc2)nc2ccccc12	-16%	2%	-1%
Nc1nc(SCc2nc3sc4c(c3c(=O)[nH]2)CCCC4)n[nH]1	-14%	-6%	0%
O=C(Cn1c(SCc2ccc(F)cc2)nc2cccnc21)Nc1ccccc1F	-3%	?	-4%
COC(=O)c1ccc(NC(=O)c2cc(-c3ccncc3)nc3ccccc23)cc1	-5%	?	0%
CSc1ccccc1NC(=S)Nc1ccc(S(N)(=O)=O)cc1	-6%	16%	-1%
c1ccc(CNc2nnnn2-c2ccccc2)cc1	-9%	-1%	2%
COC(=O)c1ccccc1NC(=O)c1ccco1	-3%	4%	-9%
N#Cc1c(N2CCSCC2)nsc1-c1ccccc1Cl	-20%	?	-21%
O=c1[nH]c(SCCOc2ccccc2F)nc2ccccc12	-12%	2%	1%
CCn1c2ccccc2c2cc(CN3CCN(Cc4ccc(Br)cc4)CC3)ccc21	?	18µM*	-1%
Cc1noc(NS(=O)(=O)c2ccc(NC(=O)C(CC(C)C)N3C(=O)c4ccccc4C3=O)cc2)c1C (stereo unspecified)	6%	-5%	-5%
CN1CCN(c2ccc(Cl)cc2NC(=O)c2ccc(=O)n(C)n2)CC1	6%	?	-1%
Cc1ccc(CSC2=Nc3ccccc3C3=NC(CC(=O)NCc4cccs4)C(=O)N23)cc1 (stereo unspecified)	0%	16µM*	-5%
COC(=O)c1cc(NC(=O)Cn2ncc3c2-c2ccccc2OC3)cc(C(=O)OC)c1	22%	-25%	-1%
CCOC(=O)c1oc2ccccc2c1NC(=O)c1cccc(OC)c1	0%	13µM*	-5%
Cc1ccc(NC(=O)CSc2nc(=O)n(CCCN(C)C)c3c2CCC3)c(C)c1	0%	11%	-1%
CCN(CC)CCN(Cc1cc2cc(C)c(C)cc2[nH]c1=O)C(=S)NCc1ccco1	9%	-24%	-2%
Cc1ccc2c(c1)N(C(=O)CCC(=O)NCCN1CCOCC1)CC(C)O2 (stereo unspecified)	-13%	-18%	?
COc1ccc(CNC(=O)[C@H](C)NC(=O)C2CC(=O)N(c3ccc(OC)cc3)C2)cc1 (stereo partly specified)	-9%	?	2%
COc1ccc(S(=O)(=O)n2nc(-c3ccc(Cl)cc3)cc2N)cc1	-22%	?	-9%
Cc1oc2cc(O)cc(C)c2c(=O)c1-c1cnn(-c2ccccc2)c1	-9%	?	-18%
CNc1c(NS(=O)(=O)c2ccc3c(c2)CCCC3)c(=O)oc2ccccc12	15%	-1%	-9%
O=C(COc1ccccc1Cl)Nc1ccc(CN2CCCCC2)cc1	-11%	-11%	-1%
CC(C)(C)c1ccc(-c2nn(CCC#N)cc2/C=N/O)cc1	12%	-12%	-2%
CC(=O)Nc1cc(C)nn1-c1nc(C)cc(C)n1	5%	-6%	-11%
CCCCCCCCCCCCC(C(=O)O)C(C)C(=O)O (stereo unspecified)	/	-22%	-22%
CCc1ccc(N(C(=O)CNC(=O)c2ccco2)C(C(=O)NC2CCCC2)c2ccncc2)cc1 (stereo unspecified)	1%	0%	-7%
O=C(CN(Cc1ccco1)C(=O)CCC(=O)Nc1nccs1)NCc1ccccc1	-3%	-110%	-1%
COc1ccc(C(=O)N/C(=C\c2cccc3ccccc23)C(=O)N2CCN(C)CC2)cc1	20%	?	0%
O=C(Nc1ccccc1Cl)c1sccc1-c1ccccc1	-12%	?	-8%
Cn1c(=O)c2[nH]c(CCC3CCCC3)nc2n(C)c1=O	2%	?	/
COc1ccc2c(c1)c(CC(=O)Nc1ccccc1OC)c(C)n2C(=O)c1ccc(Cl)cc1	-7%	?	?
CC1(C)Oc2ccc3ccc(=O)oc3c2C(/C=N/O)=C1Cl	5%	-20%	-15%
COc1ccc(C2=NOC(C(=O)NCc3ccc(F)cc3)C2)cc1 (stereo unspecified)	-2%	2.3µM*	-10%
CCCc1nnc(NC(=O)C(=O)NCCN(C)C)s1	6%	4%	5%
O=C(O)CSc1nnc(-c2cc3ccccc3o2)n1-c1ccccc1	1%	-1%	-19%
CCOC(=O)C1CCCN(C(=O)c2cc3c(=O)[nH]c4ccc(C)cc4c3s2)C1 (stereo unspecified)	0%	?	1%
COc1cc(NS(=O)(=O)c2ccc(NC(=O)CN3C(=O)c4ccccc4C3=O)cc2)ncn1	7%	0%	-11%
CCC(C)NC(=O)CC(NS(=O)(=O)c1ccc(C)cc1)c1ccc(OC)cc1 (stereo unspecified)	3%	-3%	-6%
CCOC(=O)C1=C(CC)OC(N)=C(C#N)C1c1ccc(OC)cc1OC (stereo unspecified)	6%	-27%	-7%
COc1ccccc1CNC(=O)c1cccs1	-4%	-12%	/
Cn1cccc1Cc1nnc(SCC(=O)NCc2ccco2)n1CCc1ccccc1	0%	-14%	?
CC1=CCC(C(=O)O)C(C(=O)O)C1 (stereo unspecified)	0%	2%	-4%
CCOC(=O)N1CCN(CC(O)COc2ccc(-c3ccccc3)cc2)CC1 (stereo unspecified)	-10%	?	-7%
Cc1cn(C2OC(COC(=O)c3ccccc3)C(O)C2O)c(=O)[nH]c1=O (stereo unspecified)	8%	10%	2%
CN(CCOc1ccccc1)C(=S)Nc1ccc(OC(F)F)cc1	-6%	-10%	-8%
CCN(c1ccccc1)S(=O)(=O)c1cc(C(=O)NCC(c2ccc(OC)cc2)N(C)C)ccc1C (stereo unspecified)	7%	?	/
O=S(=O)(Nc1ccc(S(=O)(=O)N2CCOCC2)cc1)c1ccccc1	6%	0%	-23%
O=C(CSc1nc(C2CC2)nc2ccccc12)Nc1cccc(O)c1	3%	-17%	-6%
CCCn1c(CCC(=O)O)ccc1-c1ccc(F)cc1	-6%	1%	-13%
Cc1ccc(-c2csc(NCCc3nc4cc(Cl)c(Cl)cc4n3CCOCCO)n2)cc1	-21%	?	/
COc1ccc(C(=O)N2CCC3(CCCN(C)C3)CC2)cc1	/	-6%	-10%
CC1=Nc2cc(C(=O)N3CCCC3)ccc2Sc2ccc(C)cc21	-6%	4%	-5%
Further compounds.
SMILES	FEN1 inhibitor	DT40 TDP1 CPT	KAT2A inh
Cc1cc(C)c(C#N)c(Nc2ccccc2)n1	1%	-15%	-4%
CC1CCCCN1C(=O)c1cc(F)c(F)cc1Cl (stereo unspecified)	-2%	0%	3%
COc1ccc(-c2cccc(-c3cc(=O)oc4cc(OC)cc(OC)c34)c2)cc1	-7%	1.3µM*	-9%
CC(=O)Nc1ccccc1-c1nc2ccccc2n(C(C)C(=O)Nc2cccc(C)c2C)c1=O (stereo unspecified)	11%	21µM*	-4%
COC(=O)[C@]1(C)N[C@H](CN(C)S(=O)(=O)c2ccc(C)cc2)[C@@H]2C(=O)N(C)C(=O)[C@@H]21	-20%	-8%	1%
COc1ccc(N2C(=O)C3CCCN3C2c2ccccc2)cc1Cl (stereo unspecified)	-6%	1%	1%
O=C(NCc1cccnc1)C(=O)C1C(=O)Nc2ccccc21 (stereo unspecified)	12%	-2%	-7%
CCCCCc1cc(=O)oc2c(C(CCN3CCCC(C)C3)c3cc(OC)c(OC)c(OC)c3)c(OC)cc(OC)c12 (stereo unspecified)	-4%	?	-5%
Cc1ccc(C)c(N2CCN(C(=O)c3cc4c(=O)n(Cc5cccnc5)ccc4nc3C)CC2)c1	-1%	23µM*	-2%
CC(/C=C/c1ccccc1F)=N\NC(=O)c1ccccc1	7%	?	-5%
C#CCOCCOCCOCCNc1nc(N2CCN(C(=O)[C@H](CO)n3cc([C@@H](N)C(C)C)nn3)CC2)nc(N2CCN(C(=O)[C@H](CCC(=O)O)n3cc([C@@H](N)CCCCN)nn3)CC2)n1	6%	13%	-2%
O=C(O)c1cccc(C(=O)c2cccc3ccccc23)c1	13%	7%	/

An excerpt of these results, with values under each structure:
Every second line gives: FEN1 inhibitor	DT40 TDP1 CPT	KAT2A inh
CC1=Nc2cc(C(=O)N3CCCC3)ccc2Sc2ccc(C)cc21
  -6%	4%	-5%
Cc1cc(C)c(C#N)c(Nc2ccccc2)n1
  1%	-15%	-4%
CC1CCCCN1C(=O)c1cc(F)c(F)cc1Cl (stereo unspecified)
  -2%	0%	3%
COc1ccc(-c2cccc(-c3cc(=O)oc4cc(OC)cc(OC)c34)c2)cc1
  -7%	1.3µM*	-9%
CC(=O)Nc1ccccc1-c1nc2ccccc2n(C(C)C(=O)Nc2cccc(C)c2C)c1=O (stereo unspecified)
  11%	21µM*	-4%
COC(=O)[C@]1(C)N[C@H](CN(C)S(=O)(=O)c2ccc(C)cc2)[C@@H]2C(=O)N(C)C(=O)[C@@H]21
  -20%	-8%	1%
COc1ccc(N2C(=O)C3CCCN3C2c2ccccc2)cc1Cl (stereo unspecified)
  -6%	1%	1%
O=C(NCc1cccnc1)C(=O)C1C(=O)Nc2ccccc21 (stereo unspecified)
  12%	-2%	-7%
CCCCCc1cc(=O)oc2c(C(CCN3CCCC(C)C3)c3cc(OC)c(OC)c(OC)c3)c(OC)cc(OC)c12 (stereo unspecified)
  -4%	?	-5%
Cc1ccc(C)c(N2CCN(C(=O)c3cc4c(=O)n(Cc5cccnc5)ccc4nc3C)CC2)c1
  -1%	23µM*	-2%
CC(/C=C/c1ccccc1F)=N\NC(=O)c1ccccc1
  7%	?	-5%
C#CCOCCOCCOCCNc1nc(N2CCN(C(=O)[C@H](CO)n3cc([C@@H](N)C(C)C)nn3)CC2)nc(N2CCN(C(=O)[C@H](CCC(=O)O)n3cc([C@@H](N)CCCCN)nn3)CC2)n1
  6%	13%	-2%
O=C(O)c1cccc(C(=O)c2cccc3ccccc23)c1
  13%	7%	/

Next records
SMILES	FEN1 inhibitor	DT40 TDP1 CPT	KAT2A inh
C#CCOCCOCCOCCNc1nc(N2CCN(C(=O)Cn3cc(CCCCN)nn3)CC2)nc(N2CCN(C(=O)[C@H](Cc3ccc(O)cc3)n3cc(CCO)nn3)CC2)n1	13%	14%	/
COc1ccc(N(C)C(=O)c2oc(=O)c3ccccc3c2-c2ccc(C)cc2)c(OC)c1	-4%&-22%	21µM*	-9%&-6%
COc1ccc(NC(=O)CSCC(=O)Nc2ccccc2N2CCCCC2)cc1	-4%	?	-14%
FC(F)(F)c1cc(-c2ccccc2)nc(N2CCCCCC2)n1	-4%	5%	0%
O=C(CN(c1cccc(C(F)(F)F)c1)S(=O)(=O)c1ccc(Cl)c([N+](=O)[O-])c1)NCc1ccc(F)cc1	-17%	16µM*	-15%
O=C(NCc1cccc(Cl)c1)C1=CC=CN2CCS(=O)(=O)N=C12	-2%	-1%	-4%
O=C(NNC(=O)C1CCN(S(=O)(=O)c2ccc(Cl)cc2)CC1)c1ccccc1O	-5%	?	-7%
Clc1ccc2c(N3CCCC3)ccnc2c1	-11%	?	-2%
Cc1cc(C(=O)c2cccs2)c(N)s1	5%	-17%	-7%
Cc1nc2c3cc(F)ccc3n(Cc3ccc(F)cc3)c2s1	-12%	?	-1%
CCOC(=O)CCc1c(C)nc(SCc2ccc(C(=O)O)cc2)c(C#N)c1C	-14%	-6%	-5%
CCOC(=O)CNC(=O)N(CCOC)CC1CCCN(C2Cc3ccccc3C2)C1 (stereo unspecified)	-1%	-14%	-3%
O=C(CSCc1ccccc1Cl)Nc1c[nH]c(=O)[nH]c1=O	4%	-24%	-2%
O=c1c2cccnc2nc2n1CCCCC2	3%	-1%	3%
Cc1noc(C)c1COC(=O)c1ccc(S(=O)(=O)NCc2ccco2)cc1	-5%	16µM*	-6%
COc1ccc(C(=O)NC2CCN(CC(=O)Nc3cccc(C)c3)CC2)cc1OC	3%	-15%	-5%
Cc1cc(=O)[nH]c(Nc2cccc(C(F)(F)F)c2)n1	13%	?	-6%
c1ccc(-c2ccncc2)nc1	-7%	-8%	-5%
COCCN1CCN(C(=O)C2CCC(=O)N(Cc3cccc(C(F)(F)F)c3)C2)CC1 (stereo unspecified)	0%	-4%	1%
COc1ccc(CC(=O)N2CCN=C2SCc2cccc([N+](=O)[O-])c2)cc1	-8%	-27%	1%
Cc1ccc(C2C(=O)N(C3CCCC3)CC(=O)N2C2CCCCC2)cc1 (stereo unspecified)	-10%	-25%	-6%
Cc1[nH]c(=O)[nH]c(=O)c1/C=N/NC(=O)[C@H](C)NC(=O)OC(C)(C)C	0%	-11%	-10%
CC(C)(C(=O)c1ccccc1)/[N+]([O-])=C/c1ccccc1	5%	-12%	/
C[N+](C)=C1SCC(C)(/C=N/O)S1 (stereo unspecified)	5%	-5%	-5%

The list is partial. The share of hits here may be higher or lower than overall.
